Screening data as filed in PubChem.
MOR-DOR inv ag: inverse agonists of MOR-DOR heterodimerization, primary screen, cell-based, luminescence; Mu-type opioid receptor (Homo sapiens) + Delta-type opioid receptor (Homo sapiens), …; cell-based MOR-DOR heterodimer luminescence, inverse agonism; 340,000 compounds, 0.21% hits; inhibition, % at 9.3 µM; in the data active = inhibition above about 22%, passing the limit was not always enough;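 note: 0% = cells with DMSO and 100% = wells without cells with DMSO; values of inactives mirror those of a sister screen read the other way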
PKA-R1A activ: activators of PKA-R1A holoenzyme, primary screen, biochemical, fluorescence polarization, Cy5-IP20, bovine R1A, mouse PKAc | 340,000 compounds, 0.083% hits | AID 504707, 2011 | PKA-R1A dissociation; scaled: DMSO 0%, 113 µM cGMP 100% | cAMP-dependent protein kinase type I-alpha regulatory subunit (Bos taurus) + … | activation, % at 11.4 µM;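 active = percent activation above the mean of all tested compounds plus 3 SD, cut at about 19% in these data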;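 note: higher means more PKAc released from R1A so a rise in polarization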
PKA-R2B act: activators of PKA-R2B holoenzyme, primary screen, biochemical, fluorescence polarization, Cy5-IP20, human; cAMP-dependent protein kinase catalytic subunit beta (Homo sapiens) + cAMP-dependent …; PKA-R2B holoenzyme dissociation; R2B truncated from residue 108, S112A mutant; 0% DMSO only, 100% 113 µM cGMP; activation, % at 11.4 µM; 340,000 compounds, 0.079% hits; AID 504700, 2011;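 active = activation above a cutoff set at the mean over all compounds plus 3 SD, cut at about 18% in these data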;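 note: higher means more holoenzyme dissociation and a rise in polarization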
V-ATPase pHluor: regulators of yeast V-ATPase proton pumping, primary screen, pHLuorin cytosolic pH fluorescence | S. cerevisiae | response, % at 10 µM | 350,000 compounds, 0.37% hits | AID 504577, 2011; in the data active = response mostly above about 7.3%, no sharp cut-off; inactive = mostly below about 5.4%; note: actives read high; inactives centre near 0; some compounds called inactive have numbers as strong as hits; reference of the scale not given here
HTR5A inv ag: HTR5A inverse agonists in luminescence cell assay, primary screen, counter-screen for OPRM1-OPRD1 heterodimer inverse agonist project, full-deck HTS; 5-hydroxytryptamine receptor 5A (Homo sapiens), P47898; 340,000 compounds, 0.083% hits; inhibition, % at 9.3 µM; HTR5A cell line, inverse agonism; in the data active = inhibition mostly above about 23%, no sharp cut-off; inactive = mostly below about 18%;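 note: 0% = cells with DMSO and 100% = no-cell wells with DMSO; some compounds called inactive have numbers as strong as hits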
Target sequence (P47898 whole entry, looked up): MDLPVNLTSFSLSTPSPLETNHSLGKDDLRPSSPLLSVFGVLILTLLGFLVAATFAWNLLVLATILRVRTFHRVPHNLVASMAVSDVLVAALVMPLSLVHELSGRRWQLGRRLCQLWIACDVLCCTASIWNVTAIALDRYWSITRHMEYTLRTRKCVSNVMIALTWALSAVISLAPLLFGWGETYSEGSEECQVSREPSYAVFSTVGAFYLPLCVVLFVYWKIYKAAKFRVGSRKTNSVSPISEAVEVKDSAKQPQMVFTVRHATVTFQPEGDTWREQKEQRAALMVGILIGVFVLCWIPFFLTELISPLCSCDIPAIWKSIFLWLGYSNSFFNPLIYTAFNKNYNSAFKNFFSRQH
DAGLB inh: DAGLB lipase inhibitors, primary screen, biochemical, fluorescence, HTS | inhibition, % at 5.17 µM | 340,000 compounds, 0.059% hits | HEK293T DAGLB membrane lysate, EnzChek fluorogenic substrate; in the data active = inhibition above about 34%;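 note: 0% = enzyme with vehicle and 100% = wells lacking enzyme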
Target sequence (Q8NCG7 whole entry, looked up): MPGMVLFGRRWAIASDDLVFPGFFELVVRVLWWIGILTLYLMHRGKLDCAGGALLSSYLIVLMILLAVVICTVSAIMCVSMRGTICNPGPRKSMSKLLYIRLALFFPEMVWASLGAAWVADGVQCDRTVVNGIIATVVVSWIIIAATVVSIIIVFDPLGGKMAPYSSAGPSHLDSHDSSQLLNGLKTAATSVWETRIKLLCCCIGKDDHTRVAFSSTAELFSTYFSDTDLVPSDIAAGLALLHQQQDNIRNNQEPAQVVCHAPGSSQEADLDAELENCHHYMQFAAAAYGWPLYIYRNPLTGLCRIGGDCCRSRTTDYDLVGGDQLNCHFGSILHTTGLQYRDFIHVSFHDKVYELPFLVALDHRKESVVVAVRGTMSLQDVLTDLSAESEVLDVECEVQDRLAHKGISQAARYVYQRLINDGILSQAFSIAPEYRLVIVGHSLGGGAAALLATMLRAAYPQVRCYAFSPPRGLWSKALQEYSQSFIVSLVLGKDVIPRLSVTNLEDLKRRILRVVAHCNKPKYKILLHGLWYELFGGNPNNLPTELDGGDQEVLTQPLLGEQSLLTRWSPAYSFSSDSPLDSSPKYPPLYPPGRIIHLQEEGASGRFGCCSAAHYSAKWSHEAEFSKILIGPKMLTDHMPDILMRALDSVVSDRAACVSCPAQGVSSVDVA
OPRM1-OPRD1 ag: agonists of OPRM1-OPRD1 heterodimerization, primary screen, cell-based, luminescence; cells; Mu-type opioid receptor (Homo sapiens) + Delta-type opioid receptor (Homo sapiens), …; 340,000 compounds, 0.3% hits; activation, % at 9.3 µM; in the data active = activation above about 18%;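 note: 0% = vehicle-treated cells and 100% = reference agonist; values of inactives mirror those of a sister screen read the other way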
DSG3 Ab inh: inhibitors of pemphigus antibody binding to DSG3, primary screen, biochemical, bead-based, flow cytometry, scFv-GFP; Desmoglein-3 (Homo sapiens), P32926; DSG3-coupled beads, scFv-anti-DSG3-GFP binding; hits give low values; binding (percent of control), % at 10 µM; 310,000 compounds, 0.48% hits; AID 588358, 2011;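 active = binding more than 3 SD below its plate's average and above zero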;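 note: hits lower antibody fragment binding to DSG3; some compounds called inactive have numbers as strong as hits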
Arr AP2 block: inhibitors of beta-arrestin/AP2 binding, primary screen, biochemical, GPCR trafficking, flow cytometry | beta-arrestin 1 C-terminal peptide binding to AP2 beta2-adaptin appendage (human) | FITC-arrestin peptide / GST-AP2 beads; AP2 beta2 appendage carries R879A mutation | inhibition, % at 10 µM | 340,000 compounds, 0.31% hits | AID 504490, 2011;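 active = inhibition above a set limit, near 3 SD of compounds lacking own fluorescence, cut at about 54% in these data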;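 note: plate controls were DMSO wells for no effect and 5 µM unlabelled arrestin peptide for full effect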
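System: GST-AP2 R879A glutathione beads | Also added: FITC-arrestin peptide, 50 nM | Times: 12 min plus 1 h, RT | Signal: Bead flow cytometry, FITC channel | Buffer or medium: PBS with 0.05% Tween 20 and 0.1% BSA | Read-out basis: Percent drop in bead-associated FITC signal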
HTR5A ag ctr: HTR5A agonists in luminescence cell assay, primary screen, counter-screen for OPRM1-OPRD1 heterodimer agonist project, full-deck HTS; 5-hydroxytryptamine receptor 5A (Homo sapiens), P47898; cell-based; activation, % at 9.3 µM; 340,000 compounds, 0.61% hits; in the data active = activation mostly above about 9.5%, no sharp cut-off; inactive = mostly below about 7.6%;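 note: 0% = cells with vehicle only and 100% = reference agonist; strong numbers were not always called active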
* hit, by the source's call; x = no result given; & = joins results of further samples.

#	mol	MOR-DOR inv ag	PKA-R1A activ	PKA-R2B act	V-ATPase pHluor	HTR5A inv ag	DAGLB inh	OPRM1-OPRD1 ag	DSG3 Ab inh	Arr AP2 block	HTR5A ag ctr
1	COc1cccc(N2CCN(C(=O)c3ccc(CS(=O)c4ccc(Cl)cc4)o3)CC2)c1 (configuration not stated)	13	-3	-2	6	-10	1	-2.5	98	1	2
2	Cc1ccc(NC(=O)COC(=O)c2cc(=O)c3ccccc3o2)cc1F	10	-11	-4	-3	-3	-2	-2.6	107	0	1
3	Cc1nc(-c2ccc(S(=O)(=O)Nc3cc(F)ccc3F)cc2)co1	11	-5	0	-1	-5	3	-2.1	110	-1	-1
4	CC(Oc1cccc(Cl)c1)C(=O)Nc1cc(S(=O)(=O)N2CCOCC2)ccc1N1CCCC1 (configuration not stated)	4	-4	-4	-1	5	-2	-0.8	101	62*	-2
5	CCOCCn1c(C(C)C)nc2ccccc21	7	-9	-13	0	24	0	-1.4	x	-8	6
6	CCOC(=O)C(=CNc1ccc(NC2=NCC(C)S2)cc1)C(=O)OCC (configuration not stated)	-18	7	-7	3	-26	-1	3.6	101	0	9.8*
7	O=C(Nc1ccccc1)Nc1ccc(Cl)c([N+](=O)[O-])c1	-24	-7	4	0	5	-3	3.9	102	5	-2
8	CNC(=O)C1CC(=O)N(CCc2ccc(OC)c(OC)c2)C(=Nc2ccc(F)cc2)S1 (configuration not stated)	7	-14	-7	-2	-6	-1	-1.3	106	26	0
9	COc1cc(CN2CCNC(=O)C2CC(=O)N2CCc3ccccc3C2)cc(OC)c1 (configuration not stated)	4	12	-9	0	15	0	-0.6	103	-5	0
10	COc1ccc(-n2c(SCC(=O)Nc3ccc(NC(C)=O)cc3)nc3ccccc3c2=O)cc1	13	5	12	0	-11	0	-2.2	97	4	3
11	CCN1C(=O)C(CC(=O)NCCc2ccccc2)N(NC(=O)c2cccnc2)C1=S (configuration not stated)	14	-16	-2	-2	12	1	-2.8	120	17	-4
12	O=C(NCCCn1ccnc1)/C(=C/c1ccc(Cl)cc1)NC(=O)c1ccccc1	0	6	6	5	-4	0	0.0	131	-4	-2
13	O=C(NC(=O)C(F)(F)F)Nc1ccc(S(=O)(=O)Nc2nccs2)cc1	10	6	7	5	1	2	-2.0	111	5	0
14	CN1CCC(OC(=O)COc2ccc(C(C)(C)C)cc2)CC1	5	0	4	3	4	-1	-0.9	106	-3	2
15	O=C(N/N=C/c1cc([N+](=O)[O-])ccc1O)c1cccc2cc[nH]c12	-11	-11	-17	1	26	8	2.1	91	26	5
16	CCC(=O)N1CCc2cc(S(=O)(=O)CCC(=O)N(C)c3ccc(OC)cc3)ccc21	2	12	-4	0	6	1	-0.4	105	26	-2
17	COc1ccc(OC)c(C(=O)Nc2c(O)ccc3ccccc23)c1	-5	-3	-1	0	-8	-4	0.9	115	9	-4
18	Cc1cccc(C(=O)NC2CC3CCCC(C2)N3S(=O)(=O)c2ccccc2)c1 (configuration not stated)	1	8	13	0	-7	1	-0.3	97	-2	-2
19	C/C(=N\NC(=O)CSCc1ccc(Cl)cc1)c1ccc2c(c1)OCCO2	-18	12	9	6	-26	-3	2.9	x	32	-1
20	CCN(CC)c1ccc(NC(=O)c2cc(OC)cc(OC)c2)c(C)c1	16	-7	2	-1	-10	-1	-3.0	99	-1	3
21	O=C(O)c1[nH]c2ccccc2c1C(c1ccccc1)c1c(C(=O)O)[nH]c2ccccc12	13	-14	4	2	-26	16	-2.6	96	15	-1
22	COc1ccc(C2c3c(ncn(CCN4CCOCC4)c3=N)Oc3ccc4ccccc4c32)cc1 (configuration not stated)	12	-15	-2	-4	3	0	-2.4	x	25	0
23	C=CCn1c(SCC(=O)N(CC)C2CCS(=O)(=O)C2)nc2ccccc2c1=O (configuration not stated)	15	7	-9	-4	-14	-4	-2.9	120	0	2
24	CC(C)N(CCNCc1nnc(-c2ccccc2)o1)C(C)C	-6	-6	2	5	-9	2	1.1	101	11	-5
25	CCOc1ccc(C(=O)CCC(=O)Nc2cc(C)ccn2)cc1	8	-5	-9	8	8	2	-1.3	x	25	3
26	CCOC(=O)C1=C(C)NC(C)=C(C(=O)OCC)C1C(=O)OC1CCOC1=O (configuration not stated)	-2&10	5&-2	-3&-14	-2&1	18&6	4&0	0.5&-1.9	95&115	-1&3	-5&-2
27	COc1ccc(N2C(=O)/C(=C/c3cccs3)NC2=S)cc1	16	-11	-11	2	-4	1	-3.0	115	3	-4
28	Cc1ccc(Cl)cc1NC(=O)CN1CCN(C(=O)C2CCCO2)CC1 (configuration not stated)	0	-11	-2	1	10	-1	0.1	99	9	3
29	CC(C)C[C@H](NC(=O)c1nc[nH]c1C(=O)N1CCN(c2ccccc2)CC1)C(=O)OC(C)(C)C	-13	-7	-15	0	2	1	2.3	109	7	8
30	CCNC(=O)NC(=O)CSc1nc2ccccc2n1CC(C)C	3	-18	4	4	18	1	-0.6	108	-7	-7
31	O=[N+]([O-])c1ccc(S(=O)(=O)NCC(c2cccnc2)N2CCc3ccccc3C2)cc1 (configuration not stated)	-20	2	4	-4	-3	-1	3.1	104	4	-3
32	CCC(=O)NC(=S)Nc1cccc(Cl)c1N1CCCC1	-31	-6	3	2	0	-16	6.0	97	5	1
33	S=C(Nc1ccc(Oc2ccccc2)cc1)N1CCOCC1	16	-4	-5	0	-16	-2	-3.4	118	14	5
34	O=C(CN1C(=O)C2CCCCC2C1=O)Nc1ccc(S(=O)(=O)Nc2ncccn2)cc1 (configuration not stated)	4	-7	-1	3	4	-1	-0.9	106	2	-1
35	COc1ccccc1C1C2C(=O)N(c3ccccc3)C(=O)C2ON1c1ccccc1 (configuration not stated)	-15	1	-6	-7	5	-3	3.0	x	2	-2
36	Cc1ccc(-c2cc(C(F)F)n3ncc(C(=O)N4CCN5CCCC5C4)c3n2)cc1 (configuration not stated)	6	-7	0	0	5	2	-1.0	108	4	5
37	C/C(=N\NC(=O)c1csc(C)c1C)c1ccco1	16	1	-14	2	1	0	-2.6	x	5	1
38	Cc1nn(C)c(C)c1S(=O)(=O)N(CC(=O)NCCN1CCOCC1)c1ccc(C(C)C)cc1	17	-6	-4	-2	-24	-1	-3.3	102	5	8
39	CC(=O)c1ccc(-n2ccnc2)cc1	-4	3	9	9	-6	1	0.7	105	29	1
40	Nc1c(N2CCCCC2)c2ccccc2oc1=O	-1	-15	-11	-2	6	2	0.1	105	4	-2
41	O=S(=O)(NC1=NCCC1)c1ccc(F)cc1	10	-14	-15	1	6	-3	-1.7	98	2	-3
42	COc1ccc(S(=O)(=O)Nc2ccccc2C(=O)NC2CC2)cc1NC(C)=O	3	-7	0	5	-21	1	-0.7	105	8	8
43	CCN(CC)CC(=O)NN(Cc1ccccc1)c1ccccc1	12	2	-7	1	-8	-2	-2.5	x	-5	-6
44	Nc1nc(CSc2ncn[nH]2)nc(Nc2ccc(F)cc2)n1	4	-4	4	-2	-14	0	-0.8	98	3	6
45	CN1CCN(C(=O)CC2(CC(=O)O)CCCC2)CC1	5	-4	-1	1	-7	-2	-0.9	100	-5	-5
46	CCOC(=O)c1sc(NC(=O)C(C)Sc2nnc(N)s2)nc1C (configuration not stated)	8	-10	-10	1	-17	8	-1.8	101	22	6
47	NC(=O)c1cc(-c2csc(-c3cccnc3)n2)ccc1O	-5	4	-1	4	7	0	0.6	103	9	3
48	COc1ccc(CCC(=O)NC(C)c2ccccc2)cc1OC (configuration not stated)	1	12	3	4	-7	0	-0.2	107	3	2
49	COc1ccc(Cl)cc1NC(=O)CSc1nc(-c2ccccc2)cc(=O)[nH]1	16	-7	-8	3	-8	5	-3.2	115	40	2
50	O=C(CCl)Oc1ccc2occ(C(=O)c3cccs3)c2c1	10	-9	-13	0	-7	-3	-1.7	102	-9	1
51	COc1ccc(CNC(=O)/C(C#N)=C/c2cccc(OC)c2OC)cc1	-12	-2	3	-2	10	-1	2.5	x	26	-3
52	CCOP(=O)(OCC)c1nc(-c2ccc(C)cc2)oc1NCc1ccccc1	2	-9	-2	0	-9	2	-0.2	109	2	-5
53	Cc1cccc(C(CC(=O)O)NC(=O)C(F)(F)F)c1 (configuration not stated)	7	1	0	-2	-4	0	-1.4	101	-4	2
54	COc1ccc(S(=O)(=O)CCc2nc3ccccc3s2)cc1	-2	2	0	1	-10	0	0.4	99	-2	3
55	Cc1ccc(OCCCC(=O)Nc2ccccc2C(F)(F)F)cc1	-2	4	0	-1	-8	-8	0.4	99	-2	-1
56	Cc1cc(C)n(-c2cc(N3CCOCC3)nc(-c3ccccc3)n2)n1	-2	-11	-10	-2	-7	-4	0.4	x	-16	-4
57	O=C1C(Cl)=C(NCC2CCCO2)C(=O)N1c1cccc(Cl)c1Cl (configuration not stated)	2	-9	3	-3	-2	-2	-0.6	103	-3	0
58	O=C1C=C(c2cccc3c2sc2ccccc23)C[C@@H](c2ccc(F)cc2)C1	10	-11	2	-2	-16	0	-1.8	100	-18	-1
59	O=C(c1ccco1)N1CCN(C(=S)NC2CC3CCC2C3)CC1 (configuration not stated)	13	5	-8	4	-11	0	-2.7	108	4	5
60	COc1ccc2[nH]c3c(c2c1)CCN1C(=O)C(CC(=O)NCCCN(C)C)C[C@H](C(=O)N2CCOCC2)[C@@]31CCC1CCCC1 (some centres not stated)	15	-7	2	0	9	2	-3.1	103	-4	-3
61	O=C1CCC(=O)N1OCCOc1ccccc1	12	2	-7	-2	-49	1	-2.5	117	1	0
62	CC1CCC2(CC1)NC(=O)N(CC(=O)Nc1nc(-c3ccc(F)cc3)cs1)C2=O (configuration not stated)	2	-1	-9	0	-25	1	-0.3	105	25	-5

Rows were taken by chance; about 2.4% have a hit in one of these screens.
